All columns: NCI-60 one-dose screen, growth in % after 48 h at 10 µM unless noted; 100 = growth as untreated, 0 = no growth, -100 = all killed.
MALME-3M = MALME-3M melanoma | 5.8% of 78,000 active
MDA-MB-435 = MDA-MB-435 melanoma; AID 1794794; 7.8% of 82,000 active
UACC-62 = UACC-62 melanoma | 5.4% of 81,000 active | AID 1794756
M14 = M14 melanoma; AID 1794745; 6.2% of 80,000 active
UACC-257 = UACC-257 melanoma. AID 1794764. 4.4% of 78,000 active
SK-MEL-2 = SK-MEL-2 melanoma. 4.7% of 77,000 active. AID 1794763
SK-MEL-28 = SK-MEL-28 melanoma; 4.1% of 81,000 active; AID 1794761
SK-MEL-5 = SK-MEL-5 melanoma | 6.4% of 80,000 active | AID 1794755
Active calls of the source: *; nt = not tested or not shown; & = joins results of further samples. How the source made its calls: active means growth percent below 10; inactive means the rest. The order is random; 11% or so of the library scored in one or more.

entry	mol	MALME-3M	MDA-MB-435	UACC-62	M14
1	Cc1ccc(-n2cc(/C=N/NS(=O)(=O)c3ccc(C)cc3)c(-c3ccc(S(C)(=O)=O)cc3)n2)cc1	86	103	82	nt
2	c1ccc(-c2noc3ncnc(Nc4ccc(Oc5cccc6ccccc56)cc4)c23)cc1	103	95	81	93
3	CNC(=O)c1ccccc1Oc1nc(Nc2cc(OC)c(OC)c(OC)c2)ncc1Br	82	75	51	48
4	Nc1ccccc1C(=O)NO	120	110	92	97
5	CN1c2ccccc2Sc2cc(/C=N/Nc3ccc(Br)cc3)ccc21	101	34	39	43
6	COc1ccc(CSc2nc3cc(OC)c(OC)cc3c(=O)n2-c2ccccc2)cc1	118	105	101	101
7	CN1CCN(CCNc2nccc(-c3c(-c4cccc(O)c4)nc4sccn34)n2)S1(=O)=O	-20*	29	3.8*	-4.0*
8	CCOC(=O)[C@H]1CCCN1C(=O)[C@@H]1CCCN1C(=O)[C@H](Cc1ccccc1)NC(=S)Nc1ccc(OC)cc1	88	79	83	96
9	O=C(O)c1ccc(-n2cc(CNc3ccc(Cl)cc3)c(-c3ccc(F)c(F)c3)n2)cc1	93	100	75	nt
10	CCOP(=O)(OCC)c1nc(-c2ccccc2)oc1N1CCOCC1	101	100	96	103

entry	UACC-257	SK-MEL-2	SK-MEL-28	SK-MEL-5
1	97	98	101	97
2	95	97	93	91
3	77	1.3*	80	80
4	100	95	111	110
5	90	91	87	98
6	98	116	110	101
7	-11*	-25*	15	33
8	87	103	99	80
9	111	97	91	90
10	94	103	106	100

New compounds follow
entry	mol	MALME-3M	MDA-MB-435	UACC-62	M14
11	O=C(c1ccccc1)c1c(C(F)F)n([O-])c2ccccc2[n+]1=O	89	97	90	93
12	CCOP1(=O)CC(C)=C(Cl)C(P(=O)(OCc2ccccc2)OCc2ccccc2)C1 (centres undefined)	121	100	92	77
13	Cn1c(=O)[nH]c2nc(-c3ccc(Cl)cc3)ccc2c1=O	97	100	92	99
14	Nc1c2c(=O)n3c(nc2nn1-c1ccccc1)-c1ccccc1Sc1ccccc1-3	nt	108	87	98
15	CCCn1c(=O)[nH]c(N)c(C(c2ccc(Cl)cc2)c2c(N)[nH]c(=O)n(CCC)c2=O)c1=O	77	45	49	67
16	CC(CS)CS	91	109	101	101
17	NC(=S)c1csc(CCNC(=O)c2ccccc2)n1	125	110	105	110
18	CCCSc1nc(N)nc2nc[nH]c12	249	117	88	96
19	Cn1cc(-c2noc(-c3cn(C)c4ncc(F)cc34)n2)c2ccccc21	66	73	80	72
20	N#Cc1c(Nc2ccc(F)cc2F)n[nH]c1-c1cccs1	103	95	73	96

entry	UACC-257	SK-MEL-2	SK-MEL-28	SK-MEL-5
11	93	79	118	94
12	92	106	111	100
13	116	115	104	97
14	95	95	107	92
15	58	45	60	55
16	88	108	111	94
17	94	115	108	115
18	105	106	126	101
19	101	94	94	83
20	100	105	104	93

(list continues)
entry	mol	MALME-3M	MDA-MB-435	UACC-62	M14
21	O=C(Cn1cc(CSc2nc3ccccc3o2)nn1)Nc1ccccc1Cl	102	103	92	103
22	COc1ccccc1C(C(C(=O)c1ccccc1)N1CCOCC1)N1CCOCC1 (centres undefined)	100	101	104	111
23	O=C(Nc1nc(-c2ccc(Cl)cc2)cs1)c1cc(-c2ccc(Br)cc2)nc2ccc(Cl)cc12	45	-22*	42	-17*
24	COc1cc2c(c(Br)c1N)-c1cc(Br)c(N)cc1C2=O	77	nt	75	91
25	CCCC(CC)(C(=O)Nc1ccc2nc(C)cc(N)c2c1)C(=O)Nc1ccc2nc(C)cc(N)c2c1	105	108	102	97
26	O=C(c1cccc(-c2ccccc2)n1)c1c[nH]c2ccccc12	97	84	81	90
27	COc1ccc(/C=N/NC(=O)c2cnn3c2NC(c2ccccc2)C3)cc1OC1CCCCC1 (centres undefined)	105	57	70	86
28	COc1cc(/C=C/c2cc(/C=C/c3cc(OC)c(OC)c(OC)c3)n(-c3cc(F)cc(F)c3)n2)cc(OC)c1OC	85	99	79	98
29	CS(=O)(=O)c1ccc(N2N=C(c3ccc(F)cc3)CCC2=O)cc1	100	104	96	107
30	COc1cc2nc(Nc3cccc(NC(C)=O)c3)nc(N)c2cc1OC	101	123	92	107

entry	UACC-257	SK-MEL-2	SK-MEL-28	SK-MEL-5
21	111	105	104	98
22	104	102	109	108
23	nt	23	53	14
24	92	108	81	56
25	100	108	110	100
26	96	96	101	79
27	93	104	100	44
28	90	83	110	82
29	106	109	98	97
30	98	nt	90	96

The results go on.
entry	mol	MALME-3M	MDA-MB-435	UACC-62	M14
31	CCOC(=O)C(N=Nc1ccc(S(=O)(=O)N=C(N)N)cc1)C(=O)OCC	99	103	91	102
32	Cc1ccc(S(=O)(=O)NCC[C@@H]2C[C@H]2/C=C/c2ccccc2)cc1	95	100	77	93
33	C=CCN1C(=O)/C(=C\C(=O)OC)S/C1=N/NC(=O)COc1cc(=O)n(C)c2ccccc12	91	97	97	98
34	CCOP(=O)(CN=C(c1ccccc1)c1ccccc1)OCC	92	104	98	99
35	O=C1c2ccccc2C(=O)c2c(O)cccc21	99	120	103	110
36	c1ccc2c(c1)Oc1nccnc1-n1nc(CN3CCOCC3)cc1-2	101	95	91	96
37	O=c1/c(=C/c2ccccc2)sc2nc3ccccc3n12	93	104	93	98
38	c1cc[n+](Cc2ccnc3ccccc23)cc1	114	100	104	101
39	O=C(C[n+]1ccccc1Br)c1ccc(Cl)cc1	97	103	104	102
40	COc1ccc(C(=O)NC(=O)Nc2ccc3c(c2)NC(=O)/C3=C\c2[nH]c(C)c(CC(=O)O)c2C)cc1	76	106	96	100

entry	UACC-257	SK-MEL-2	SK-MEL-28	SK-MEL-5
31	112	nt	98	99
32	94	114	109	96
33	94	102	101	97
34	102	107	102	101
35	106	89	121	90
36	97	99	103	77
37	99	134	102	100
38	nt	nt	104	107
39	108	114	108	106
40	100	111	117	94

(further entries)
entry	mol	MALME-3M	MDA-MB-435	UACC-62	M14
41	Cc1c(C(=O)OC(=NC2CCCCC2)NC2CCCCC2)sc2c1c(=O)nc1c(C#N)n[nH]n12	113	117	106	103
42	CCC/C(=N\Nc1ccc([N+](=O)[O-])cc1[N+](=O)[O-])c1ccccc1	102	101	87	98
43	O=C(O)CN1C(=O)S/C(=C\C(Cl)=C\c2ccccc2)C1=O	98	104	96	95
44	CCC(C)NC(=O)C1(N2C(=O)c3ccccc3C2=O)CCCC1 (centres undefined)	nt	104	97	112
45	C=CCNC(=S)Nc1c(N)n(C)c(=O)n(C)c1=O	146	111	101	112
46	CCOC(=O)c1c[nH]c(C=O)c1C	98	101	97	93
47	NCCc1ccc(O)c(O)c1	94&94	121&104	102&94	104&99
48	Oc1ccc(CSc2nnc(-c3ccncc3)n2-c2ccccc2)c2cccnc12	32	20	-4.6*	23
49	N#C/C(=C\c1ccc(-c2ccc(Cl)cc2Cl)o1)c1ccc(Cl)cc1	109	106	78	101
50	CCCCCCNC=O	104	99	101	104

entry	UACC-257	SK-MEL-2	SK-MEL-28	SK-MEL-5
41	102	94	100	110
42	101	107	103	99
43	98	108	106	102
44	106	106	113	107
45	106	nt	201	104
46	108	108	101	103
47	100&108	114&96	121&109	113&111
48	11	30	29	1.8*
49	116	65	105	100
50	87	114	100	101

Next compounds.
entry	mol	MALME-3M	MDA-MB-435	UACC-62	M14
51	Cc1ccc(-c2nc([P+](c3ccccc3)(c3ccccc3)c3ccccc3)c(N3C[C@H]4C[C@H](C3)c3cccc(=O)n3C4)o2)cc1	74	44	55	82
52	COc1ccc(/C=C2\Oc3cc(OCCCN4CCCC4)ccc3C2=O)c(OC)c1	106	97	99	68
53	OC(CCN1CCCCC1)(c1ccccc1)C1CCCCC1 (centres undefined)	88&95	93&102	97	92&103
54	COc1ccc(S(=O)(=O)NCCCNc2cc(-c3cn(C(C)(C)C)nc3-c3cccc(F)c3)ccn2)cc1	95	95	75	87
55	NCCNCC(O)c1ccccc1 (centres undefined)	110	114	107	106
56	N#Cc1ccc(C2CC(n3ccnc3)c3cc(Br)cc(Br)c3N2)cc1 (centres undefined)	77	83	64	95
57	COc1ccc(-c2nc3ccc(C(=O)N=Nc4c(O)[nH]c5ccc(Br)cc45)cc3[nH]2)cc1	119	127	123	111
58	O=C1CC(Sc2n[nH]c(-c3ccncc3)n2)C(=O)N1c1ccc(Br)cc1 (centres undefined)	104	104	97	115
59	COc1ccc(Nc2[nH]n(C3=Nc4ccccc4Sc4ccccc43)c(=O)c2C#N)cc1	nt	nt	33	56
60	O=C(N/N=C\c1ccc(Cl)c(Cl)c1)N/N=C/c1ccc(Cl)c(Cl)c1	116	113	106	104

entry	UACC-257	SK-MEL-2	SK-MEL-28	SK-MEL-5
51	37	88	62	68
52	103	103	105	nt
53	97&106	93&105	94&107	99&100
54	92	96	90	56
55	102	118	115	105
56	92	nt	89	91
57	114	133	123	95
58	105	116	108	115
59	36	59	65	nt
60	111	98	111	106

Reformatted: 4 of the compounds above.
52) COc1ccc(/C=C2\Oc3cc(OCCCN4CCCC4)ccc3C2=O)c(OC)c1
  MALME-3M = 106
  MDA-MB-435 = 97
  UACC-62 = 99
  M14 = 68
  UACC-257 = 103
  SK-MEL-2 = 103
  SK-MEL-28 = 105
  SK-MEL-5 = nt
53) OC(CCN1CCCCC1)(c1ccccc1)C1CCCCC1 (centres undefined)
  MALME-3M = 88&95
  MDA-MB-435 = 93&102
  UACC-62 = 97
  M14 = 92&103
  UACC-257 = 97&106
  SK-MEL-2 = 93&105
  SK-MEL-28 = 94&107
  SK-MEL-5 = 99&100
54) COc1ccc(S(=O)(=O)NCCCNc2cc(-c3cn(C(C)(C)C)nc3-c3cccc(F)c3)ccn2)cc1
  MALME-3M = 95
  MDA-MB-435 = 95
  UACC-62 = 75
  M14 = 87
  UACC-257 = 92
  SK-MEL-2 = 96
  SK-MEL-28 = 90
  SK-MEL-5 = 56
55) NCCNCC(O)c1ccccc1 (centres undefined)
  MALME-3M = 110
  MDA-MB-435 = 114
  UACC-62 = 107
  M14 = 106
  UACC-257 = 102
  SK-MEL-2 = 118
  SK-MEL-28 = 115
  SK-MEL-5 = 105

Continuation.
entry	mol	MALME-3M	MDA-MB-435	UACC-62	M14
61	O=[N+]([O-])c1ccccc1NCc1c(O)ccc2ccccc12	142	113	86	96
62	NC(=O)c1cccc[n+]1[O-]	107	108	93	101
63	Cc1c2ccccc2nc2ccccc12	118	107	100	104
64	Cc1ccc(-c2csc(N/N=C/c3nc4ccccc4n3C3CC3)n2)cc1	-73*	92	95	89

entry	UACC-257	SK-MEL-2	SK-MEL-28	SK-MEL-5
61	69	98	107	99
62	72	100	107	100
63	110	94	104	103
64	80	75	103	5.5*

Reformatted with one line to a screen: entries from further up
[6] COc1ccc(CSc2nc3cc(OC)c(OC)cc3c(=O)n2-c2ccccc2)cc1
[39] O=C(C[n+]1ccccc1Br)c1ccc(Cl)cc1
[7] CN1CCN(CCNc2nccc(-c3c(-c4cccc(O)c4)nc4sccn34)n2)S1(=O)=O
[59] COc1ccc(Nc2[nH]n(C3=Nc4ccccc4Sc4ccccc43)c(=O)c2C#N)cc1
[58] O=C1CC(Sc2n[nH]c(-c3ccncc3)n2)C(=O)N1c1ccc(Br)cc1 (centres undefined)
assay / entry,6,39,7,59,58
MALME-3M,118,97,-20*,nt,104
MDA-MB-435,105,103,29,nt,104
UACC-62,101,104,3.8*,33,97
M14,101,102,-4.0*,56,115
UACC-257,98,108,-11*,36,105
SK-MEL-2,116,114,-25*,59,116
SK-MEL-28,110,108,15,65,108
SK-MEL-5,101,106,33,nt,115
